Assay outcomes deposited in PubChem BioAssay by several laboratories.
GPR7 antag – human neuropeptides B/W receptor 1 antagonism; P48145; inhibition, % at 4.4 µM; GPR7-expressing cells, fluorescence antagonist assay; 290,000 compounds, 1.1% hits; in the data active means inhibition above about 16%, passing the limit was not always enough;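 further: cells stimulated with the agonist NPW; 0% = agonist with vehicle and 100% = vehicle without agonist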
V1R ag counter – counter-screen for oxytocin receptor agonists: human V1a receptor agonists. P37288. CHO-V1R cells, Fluo-8 calcium fluorescence, agonist mode; 0% DMSO, 100% 3 nM vasopressin. activation, % at 3 µM. 320,000 compounds, 0.25% hits;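 active means activation above the mean activation of all tested compounds plus 3 SD, per screening run, cut at about 20% in these data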;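 further: signal is peak over basal fluorescence ratio across a 100 second FLIPR read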
Target sequence (P37288 whole entry, looked up): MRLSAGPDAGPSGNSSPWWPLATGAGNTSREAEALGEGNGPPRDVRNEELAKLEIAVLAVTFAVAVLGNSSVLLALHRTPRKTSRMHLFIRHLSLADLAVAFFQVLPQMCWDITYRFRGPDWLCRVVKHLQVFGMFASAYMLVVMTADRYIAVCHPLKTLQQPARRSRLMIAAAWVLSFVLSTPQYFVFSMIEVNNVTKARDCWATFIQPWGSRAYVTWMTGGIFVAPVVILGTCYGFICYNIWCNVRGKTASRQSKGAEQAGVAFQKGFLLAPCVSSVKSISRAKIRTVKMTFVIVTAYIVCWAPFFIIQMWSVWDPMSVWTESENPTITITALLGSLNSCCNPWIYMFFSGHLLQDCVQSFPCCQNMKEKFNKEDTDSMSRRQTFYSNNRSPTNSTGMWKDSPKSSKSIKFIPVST
PfM18AAP inh – blocks P. falciparum M18 aspartyl aminopeptidase. 290,000 compounds, 1.2% hits. AID 1822. recombinant PfM18AAP, H-Glu-NHMec fluorogenic cleavage. inhibition, % at 7.35 µM;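 active means inhibition above the campaign mean inhibition over all tested compounds plus 3 SD, cut at about 28% in these data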;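 further: 0% = plate median of test compound wells and 100% = 2 mM ZnCl2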
GalR3 antag – human GalR3 antagonism; 360,000 compounds, 0.44% hits; O60755; inhibition, % at 3 µM; HEK293 GalR3-CNG cAMP membrane potential fluorescence; galR3 body fused to GalR1 C-terminus;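 active means inhibition above the screen-wide average plus 3 SD, cut at about 13% in these data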;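 further: forskolin and galanin both at EC90 stimulate the cells; cAMP rise reported by CNG channel membrane potential dye signal; 0% = forskolin plus galanin with DMSO and 100% = forskolin alone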
Target sequence (O60755 1-299 limits assumed): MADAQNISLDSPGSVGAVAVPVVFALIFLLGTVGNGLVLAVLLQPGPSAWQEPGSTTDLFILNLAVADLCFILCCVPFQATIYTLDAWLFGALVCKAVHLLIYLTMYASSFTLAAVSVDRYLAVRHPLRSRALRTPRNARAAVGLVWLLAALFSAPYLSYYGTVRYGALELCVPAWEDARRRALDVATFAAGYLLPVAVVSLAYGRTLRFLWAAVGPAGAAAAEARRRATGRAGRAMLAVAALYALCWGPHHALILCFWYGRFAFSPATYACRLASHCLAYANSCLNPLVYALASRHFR
NALP1 yeast inh – inhibitors of NALP1 inflammasome in yeast | 280,000 compounds, 0.61% hits | S. cerevisiae NALP1/ASC/caspase-1 growth, X-gal OD620, 72 h | AID 2071 | inhibition, % at 10 µM; in the data active means inhibition mostly above about 24%, no sharp cut-off; inactive means mostly below about 32%; further: some compounds called inactive have numbers as strong as hits
OXTR potentiate – potentiators of human oxytocin receptor. 320,000 compounds, 0.061% hits. P30559. CHO-OTR cells, Fluo-8 calcium fluorescence, potentiator mode; 0% = oxytocin EC15, 100% = EC100. AID 2445. activation, % at 3 µM;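 active means activation above that plate's cutoff, the mean activation of tested compounds plus 3 SD, cut at about 6.6% in these data, passing the limit was not always enough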;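 further: 100% uses oxytocin at 75 nM as the full agonist control; some results filed as inactive read as strong as hits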
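System: human OTR in CHO cells / Also added: sub-maximal oxytocin, roughly EC15 / Control set: EC15 oxytocin low, 75 nM oxytocin high / Schedule: 6 min compound pre-incubation at room temperature, 100 s kinetic read / Compound: single-point 3.0 µM / Replication: singlicate / Technique: Fluo-8 calcium dye fluorescence / Read-out basis: % activation of max/min ratio relative to oxytocin controls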
MEKK2wt PB1 HTS – raises or lowers MEK5 binding to wildtype human MEKK2 PB1 domain | AID 1531 | Q9Y2U5 | binding response (% of control), % at 10 µM | bead flow cytometry, Alexa488-MEK5 binding to MEKK2 WT; actives lie on both sides | 290,000 compounds, 1.1% hits; in the data active means binding response below about 67% or above about 130%
OXTR agonist – agonists of human oxytocin receptor. P30559. CHO-OTR cells, Fluo-8 calcium fluorescence; normalized: DMSO 0%, oxytocin 100%. activation, % at 3 µM. 320,000 compounds, 0.32% hits. AID 2435;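 active means activation above the mean of all tested compounds plus 3 SD, cutoff set per screening run, cut at about 20% in these data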;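 further: peak over basal fluorescence ratio from a 100 s FLIPR kinetic read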
MEKK2 mut-MEK5 – signal of MEK5 binding to mutant human MEKK2 PB1 domain | bead flow cytometry, Alexa488-MEK5 binding to MEKK2 mutant | percent response, % at 10 µM | 290,000 compounds, 0.35% hits | AID 1530; in the data active means percent response above about 24%, passing the limit was not always enough; further: inactives centre near 1; some results filed as inactive read as strong as hits
Active calls of the source: *; . = no result given; [ ] = remark or other dose.

Keys: A = GPR7 antag; B = V1R ag counter; C = PfM18AAP inh; D = GalR3 antag; E = NALP1 yeast inh; F = OXTR potentiate; G = MEKK2wt PB1 HTS; H = OXTR agonist; I = MEKK2 mut-MEK5
[1] N#Cc1cc2c(nc1SCC(O)CS(=O)(=O)Cc1ccc(Cl)cc1)CCCC2 (configuration not stated)
  A: 1	B: -1.1	C: 14	D: -7	E: 18	F: -15	G: 98	H: -0.6	I: 1
[2] CC(C)Cn1c(SCC(=O)N(C)c2c(N)n(Cc3ccccc3)c(=O)[nH]c2=O)nc2ccccc21
  A: .	B: -0.3	C: .	D: 0	E: .	F: 0	G: .	H: 0.7	I: .
[3] CCOC(=O)Cc1csc(NC(=O)C(NC(=O)C2CCCCC2)C(C)C)n1 (configuration not stated)
  A: -9	B: -0.6	C: 4	D: -3	E: -5	F: -8	G: 96	H: -0.8	I: -2
[4] COc1ccc(C(=O)Oc2ccc(-c3nnco3)cc2)cc1S(=O)(=O)N1CCOCC1
  A: .	B: 1.2	C: .	D: -4	E: .	F: -1	G: .	H: 1.0	I: .
[5] COc1ccc(NC(=O)N/C=C/c2ccc(Cl)cc2)cc1
  A: -2	B: 1.1	C: -12	D: -5	E: -1	F: -10	G: 101	H: 0.8	I: 0
[6] CC(/C=N/N1CCN(c2ccccc2)CC1)=C\c1ccccc1
  A: -3	B: -0.1	C: -1	D: .	E: 20	F: 5	G: 98	H: -0.4	I: 2
[7] CCOc1ccc(C(=O)c2cc3ccc(O)cc3oc2=O)cc1
  A: -4	B: -0.6	C: 5	D: -6	E: 1	F: -8	G: 83	H: -0.5	I: -11
[8] CC(=O)Nc1ccc(NC(=O)c2ccc(Cl)nc2)cc1
  A: -6	B: 1.9	C: -6	D: -3	E: .	F: -16	G: 109	H: 0.2	I: 7
[9] Nc1c(C(=O)NCc2ccc(F)cc2)c2nc3ccccc3nc2n1CCCN1CCOCC1
  A: 9	B: 8.0	C: 3	D: -5	E: 2	F: -8	G: 131	H: 11	I: 7
[10] Oc1ccc(/C=N/Nc2ccc(Cl)nn2)cc1O
  A: 0	B: 0.6	C: 47*	D: -9	E: 11	F: -11	G: 94	H: -1.1	I: -7
[11] CCN(C[C@H]1N[C@@](Cc2ccccc2)(C(=O)OC)[C@H]2C(=O)N(C)C(=O)[C@@H]12)C(=O)C1CCCCC1
  A: .	B: 0.9	C: .	D: -4	E: .	F: 0	G: .	H: -0.4	I: .
[12] CC(C)C(NC(=O)CC12CC3CC(CC(C3)C1)C2)C(=O)O (configuration not stated)
  A: -13	B: -0.3	C: -3	D: -1	E: 6	F: 2	G: .	H: 2.1	I: .
[13] CC1CCCCN1C(=S)NC(=O)c1cccs1 (configuration not stated)
  A: -6	B: 0.4	C: 7	D: 0	E: .	F: 3	G: 104	H: 0.6	I: -1
[14] CC1CCC2(CC1)NC(=O)N(CC(=O)NCCc1ccc(F)cc1)C2=O (configuration not stated)
  A: .	B: -0.5	C: .	D: -2	E: .	F: 0	G: .	H: -1.5	I: .
[15] CN1C(=O)CSC1=NC12CC3CC(CC(C3)C1)C2
  A: -6	B: -1.4	C: -5	D: 1	E: 29	F: 5	G: 30*[inhibitor]	H: -1.1	I: -17
[16] O=C(O)c1ccc(CN2C(=O)c3ccc(C(=O)O)cc3C2=O)cc1
  A: 6	B: 0.5	C: -3	D: -8	E: 10	F: -1	G: 104	H: 0.2	I: 8
[17] COc1ccccc1C(=O)N/C(=C\c1ccc(Br)cc1)C(=O)NCCCO
  A: -10	B: 0.4	C: 3	D: -3	E: -8	F: -8	G: 103	H: -0.6	I: -3
[18] Cn1c(N2C(=O)CC(Cc3ccccc3)C2=O)nc2ccccc21 (configuration not stated)
  A: 2	B: -1.9	C: 1	D: 2	E: 8	F: 4	G: 101	H: -1.3	I: 8
[19] FC(F)(F)c1cccc(Cc2noc(CN3CCC(N4CCCCC4)CC3)n2)c1
  A: -3	B: -0.2	C: -4	D: 1	E: 6	F: 0	G: 99	H: -0.3	I: 5
[20] CC1CCN(CCC(=O)Nc2ccc(Cl)cc2)CC1
  A: -2	B: 1.6	C: 1	D: -4	E: 8	F: 1	G: 96	H: 1.5	I: -3
[21] Cc1cccc(N2CCN(C(=O)C3CCN(S(=O)(=O)c4cccnc4)CC3)CC2)c1C
  A: -16	B: 6.8	C: -4	D: -2	E: 2	F: -9	G: 105	H: 4.8	I: 7
[22] CCOc1cc(/C=C2\C(=N)N3N=C(CC)SC3=NC2=O)ccc1OCCOc1ccc(NC(C)=O)cc1
  A: 12	B: 1.1	C: -4	D: -9	E: 22	F: -5	G: 102	H: -0.6	I: 0
[23] CC(C)C(=O)c1cn(CC(=O)O)c2ccccc12
  A: 7	B: 0.8	C: -6	D: -1	E: 26*	F: 0	G: 97	H: -0.2	I: -5
[24] CCN(CC)S(=O)(=O)c1ccc(NC(=O)C2COc3ccccc3O2)cc1 (configuration not stated)
  A: -10	B: 3.9	C: 2	D: -2	E: 24	F: -12	G: 100	H: -1.2	I: 11
[25] Cc1ccc(NC(=O)CC2SC(=NC3CCCCC3)NC2=O)cc1 (configuration not stated)
  A: -6	B: -1.1	C: 2	D: 3	E: 27	F: -4	G: 102	H: -2.2	I: 0
[26] CCc1ccc(N2CC(C(=O)Nc3nc4ccc(S(C)(=O)=O)cc4s3)CC2=O)cc1 (configuration not stated)
  A: -2	B: 1.0	C: -2	D: -6	E: -2	F: -1	G: 106	H: 0.2	I: 3
[27] CCc1nc(SCC(=O)N2CCC(Cc3ccccc3)CC2)c2c(=O)n(C)c(=O)n(C)c2n1
  A: -4	B: .	C: -4	D: .	E: 21	F: .	G: 111	H: .	I: 8
[28] Cc1c(NC(=O)CN2CCN(c3ccc(F)cc3)CC2)c(=O)n(-c2ccccc2)n1C
  A: -19	B: 0.2	C: 0	D: -1	E: 5	F: 1	G: 98	H: 0.1	I: -7

Screen by screen, from the results shown:
OXTR potentiate, compounds 12 to 23 → 2, 3, 0, 5, -1, -8, 4, 0, 1, -9, -5, 0
MEKK2 mut-MEK5, compounds 12 to 23 → ., -1, ., -17, 8, -3, 8, 5, -3, 7, 0, -5
GalR3 antag, compounds 12 to 23 → -1, 0, -2, 1, -8, -3, 2, 1, -4, -2, -9, -1

Entries of single compounds from above. Order of screens: GPR7 antag	V1R ag counter	PfM18AAP inh	GalR3 antag	NALP1 yeast inh	OXTR potentiate	MEKK2wt PB1 HTS	OXTR agonist	MEKK2 mut-MEK5
Shown for `CCOc1cc(/C=C2\C(=N)N3N=C(CC)SC3=NC2=O)ccc1OCCOc1ccc(NC(C)=O)cc1` : 12	1.1	-4	-9	22	-5	102	-0.6	0
Shown for `O=C(O)c1ccc(CN2C(=O)c3ccc(C(=O)O)cc3C2=O)cc1` : 6	0.5	-3	-8	10	-1	104	0.2	8
Shown for `CN1C(=O)CSC1=NC12CC3CC(CC(C3)C1)C2` : -6	-1.4	-5	1	29	5	30*[inhibitor]	-1.1	-17
Shown for `CC(=O)Nc1ccc(NC(=O)c2ccc(Cl)nc2)cc1` : -6	1.9	-6	-3	.	-16	109	0.2	7
Shown for `Cc1ccc(NC(=O)CC2SC(=NC3CCCCC3)NC2=O)cc1` (configuration not stated) : -6	-1.1	2	3	27	-4	102	-2.2	0

Reprinted: entries 1 to 2
Keys: A = GPR7 antag; B = V1R ag counter; C = PfM18AAP inh; D = GalR3 antag; E = NALP1 yeast inh; F = OXTR potentiate; G = MEKK2wt PB1 HTS; H = OXTR agonist; I = MEKK2 mut-MEK5
[1] N#Cc1cc2c(nc1SCC(O)CS(=O)(=O)Cc1ccc(Cl)cc1)CCCC2 (configuration not stated)
  A: 1	B: -1.1	C: 14	D: -7	E: 18	F: -15	G: 98	H: -0.6	I: 1
[2] CC(C)Cn1c(SCC(=O)N(C)c2c(N)n(Cc3ccccc3)c(=O)[nH]c2=O)nc2ccccc21
  A: .	B: -0.3	C: .	D: 0	E: .	F: 0	G: .	H: 0.7	I: .
